RBX1-CUL1 inh – human ROC1-CUL1 E3 ligase inhibition; actives 0.6% (n = 140,000); in vitro K48 di-Ub FRET, acceptor:donor ratio, 45 min; inhibition, % at 10 µM; P62877+Q13616; AID 1347404; in the data active means inhibition above about 25%
Target sequence (P62877 whole entry, looked up): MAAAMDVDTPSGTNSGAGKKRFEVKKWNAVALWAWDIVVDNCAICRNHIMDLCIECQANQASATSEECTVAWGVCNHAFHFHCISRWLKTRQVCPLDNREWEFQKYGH
Target sequence (Q13616 whole entry, looked up): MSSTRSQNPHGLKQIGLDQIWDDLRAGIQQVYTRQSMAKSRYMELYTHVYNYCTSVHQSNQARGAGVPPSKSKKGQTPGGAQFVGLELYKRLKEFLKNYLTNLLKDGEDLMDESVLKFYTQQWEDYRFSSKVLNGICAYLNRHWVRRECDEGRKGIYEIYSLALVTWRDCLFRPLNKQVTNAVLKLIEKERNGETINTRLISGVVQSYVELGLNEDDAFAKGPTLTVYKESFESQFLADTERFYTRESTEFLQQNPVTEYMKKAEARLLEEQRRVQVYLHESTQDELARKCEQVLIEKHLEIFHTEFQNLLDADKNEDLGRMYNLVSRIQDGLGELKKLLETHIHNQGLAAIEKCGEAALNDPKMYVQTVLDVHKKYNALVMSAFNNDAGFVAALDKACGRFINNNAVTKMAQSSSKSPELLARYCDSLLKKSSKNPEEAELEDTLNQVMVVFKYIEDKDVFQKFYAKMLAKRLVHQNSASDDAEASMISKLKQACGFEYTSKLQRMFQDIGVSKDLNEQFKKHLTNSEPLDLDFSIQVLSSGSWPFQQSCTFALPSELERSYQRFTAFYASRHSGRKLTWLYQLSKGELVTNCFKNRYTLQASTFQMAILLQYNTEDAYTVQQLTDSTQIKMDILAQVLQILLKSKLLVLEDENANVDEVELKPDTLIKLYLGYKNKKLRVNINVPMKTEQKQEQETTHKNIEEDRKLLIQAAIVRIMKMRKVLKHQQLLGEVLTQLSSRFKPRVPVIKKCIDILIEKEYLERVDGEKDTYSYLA
An asterisk follows results filed as active. This is a subset. The share of hits here may be higher or lower than overall.

Start of the data: the first 2 entries, ahead of the listing:
SMILES	RBX1-CUL1 inh
COCCN1C(=O)NC(Cc2ccccc2Cl)(C2CCN(C(=O)c3ccc(C)c(C)c3)CC2)C1=O (stereo unspecified)	-6
Cc1sc(NC(=O)CSc2nc3ccccc3s2)c(C#N)c1C	-3

The list itself (from the top)
SMILES	RBX1-CUL1 inh
COCCN1C(=O)NC(Cc2ccccc2Cl)(C2CCN(C(=O)c3ccc(C)c(C)c3)CC2)C1=O (stereo unspecified)	-6
Cc1sc(NC(=O)CSc2nc3ccccc3s2)c(C#N)c1C	-3
Cc1ccc(-n2ncc(C(=O)NCCN3CCc4ccccc4C3)c2C2CCN(C(=O)OC(C)(C)C)CC2)c(C)c1	0
CCOc1ccc(NC(=O)CN(c2ccc(Cl)cc2C)S(=O)(=O)c2ccccc2)cc1	0
CCOC(=O)c1c(NS(=O)(=O)c2ccc(Br)cc2)sc2c1CCC2	3
CCN(CC)C1=NC=CC(c2ccccc2)=CC1Sc1ccccc1 (stereo unspecified)	-2
Cc1cccc(C)c1NC(=O)CSc1nc2sc(C)c(C)c2c(=O)n1-c1ccccc1	5
CCN(CC)S(=O)(=O)c1ccc(NC(=O)CCSc2ccc(C)cc2)cc1	0
COc1cccc(C(=O)Nc2ccc(S(=O)(=O)N3CCN(C)CC3)cc2)c1	9
COc1c(Cl)ccc(S(=O)(=O)N2CCOCC2)c1Cl	-5
Nc1cnnc(Sc2ccc([N+](=O)[O-])cn2)n1	3
O=[N+]([O-])c1sccc1-c1ccccc1	1
COc1ccccc1-c1ccnc2c1c(=O)n(C)c(=O)n2C	-12
CS(=O)(=O)N1CCN(C(=O)COc2cccc(Cl)c2Cl)CC1	-9
COc1ccc(-c2c(C)oc3cc(OS(C)(=O)=O)ccc3c2=O)cc1OC	3
COc1cc(OC)c(NC(=O)c2ccc(-c3ccccc3)cc2)cc1Cl	-8
O=C1N(CC2CCC2)CCCC12CCN(Cc1cccc3cccnc13)C2 (stereo unspecified)	-5
COc1ccc(C(=O)NCCn2cc(SCC(=O)Nc3ccc(F)cc3)c3ccccc32)cc1	17
O=C(O/C(=C\c1nccn1CCOc1ccccc1Cl)c1ccccc1)c1ccccc1	5
O=C(/C=C/c1cccs1)N1CCc2ccccc2C1	3
Fc1ccccc1CSc1nnc(C2CCCN2)o1 (stereo unspecified)	-6
O=C1NC(CC(=O)N2CCOc3ccc(CN4CCc5ccccc5C4)cc3C2)c2ccccc21 (stereo unspecified)	-1
CCOC(=O)c1cccc(N=Nc2c(O)[nH]c(=O)[nH]c2=O)c1	7
O=C1c2ccccc2C(=O)C1C1=NCCCN1	4
CCOc1ccc(CNC(=O)c2ccc3nc(C(C)C)oc3c2)cc1	-2
C=CCOc1ccc(C(=O)C2C(=O)C(=O)N(Cc3cccnc3)C2c2ccc(Cl)cc2)c(C)c1 (stereo unspecified)	-2
O=C(CSc1nc2c([nH]c3ccccc32)c(=O)n1-c1ccccc1)c1ccccc1	4
CCCNCC(CNCCC)OCc1ccccc1	2
CCc1c(CN2CCN(c3cccc(C)c3)C(C)C2)csc1C (stereo unspecified)	-3
CCc1cc2c(cc1O)C(=O)c1ccccc1C2=O	-1
COC(=O)Cc1cc(OC)c(OC)cc1S(=O)(=O)N1CCN(c2ccccc2)CC1	2
Cc1ccccc1CNc1nc2nonc2nc1NC1CC1	-8
NCc1cc(NCc2c(F)ccc(Cl)c2F)ncn1	3
CNC(=O)C1CCC(Cn2c(=O)c3sccc3n(Cc3cc(C)ccc3C)c2=O)CC1 (stereo unspecified)	3
CCCC(=O)Nc1ccc(S(=O)(=O)N2CCc3ccccc32)cc1	-2
COc1cccc(CCC2CCCN(C(=O)CCc3cccnc3)C2)c1 (stereo unspecified)	6
CCc1ccc2oc(C(=O)NCC(c3ccc(OC)cc3)N3CCCCC3)c(C)c2c1 (stereo unspecified)	0
COc1ccc(COC(=O)C2C(C)=NC(=O)NC2c2ccccc2)cc1 (stereo unspecified)	-1
C=CCCC(=O)N1CCCC(CCc2cccc(F)c2)C1 (stereo unspecified)	-1
CC(CCc1ccccc1)NC(=O)Cn1ncc2c3ccccc3n(Cc3ccc(F)cc3)c2c1=O (stereo unspecified)	0
O=C(Nc1cccc2cccnc12)c1ccc(Br)cc1Br	16
O=c1cc(C2CCN(Cc3cccn3-c3ccc(Cl)cn3)CC2)nc[nH]1	-7
O=C(Nc1cccc(-c2cscn2)c1)C1CCN(Cc2ccccc2)CC1	-3
CC1CCCN(CCCNC(=O)Cn2ncc3c([nH]c4ccccc43)c2=O)C1 (stereo unspecified)	0
COc1ccc(-c2nc(CCNC(=O)c3ccccc3)cs2)cc1OC	-2
Cc1cc(C)c2c(C)nn(C(C)c3ccccc3)c2n1 (stereo unspecified)	9
CCc1ccc(-c2cc(C(=O)N/N=C(\C)c3cccc(NC(C)=O)c3)c3ccccc3n2)cc1	1
CC(C)CCOc1cccc(OCC(=O)N(C)C2CCS(=O)(=O)C2)c1 (stereo unspecified)	-8
CCCCOc1ccc(OCCCC)c(-c2cccs2)c1	-1
CCOC(=O)CSc1nnc2n(-c3ccc(C)cc3)c(=O)c3c(n12)-c1ccccc1CC31CCCCC1	-3
Cc1cc(CC2=NC(=O)N(c3ccccc3)C2=O)c(C)n1-c1cccnc1	-12
Cc1ccc(Cn2c(C(=O)Nc3cccc(Cl)c3)cc3sccc32)cc1	1
Cc1nc(N2CCCC2C(=O)NCCc2ccccc2F)nc2ccccc12 (stereo unspecified)	-1
COc1cc(/C=C(\C#N)c2nc(-c3cc4c(ccc5ccccc54)oc3=O)cs2)ccc1O	-12
CCc1ccc(CCC(=O)NC2CC3CCC2C3)cc1 (stereo unspecified)	0
Fc1ccccc1-c1n[nH]c2c1CN(Cc1ccc3c(c1)OCCO3)CC2	11
COc1ccccc1OC1CCN(C(=O)CCC2(Cc3ccccc3)CCC(=O)N2)CC1 (stereo unspecified)	7
Cc1ccc2c(C)nc(SC3CC(=O)N(c4ccc(C)c(Cl)c4)C3=O)nc2c1 (stereo unspecified)	9
O=C(c1ccc(S(=O)(=O)N2CCCCCC2)cc1)N1CCN(c2ccccn2)CC1	3
Cc1cc(C=C2C(=O)c3ccccc3C2=O)c(C)n1-c1sc2c(c1C#N)CCCC2	-5

Quoted from the listing, 3 compounds:
SMILES	RBX1-CUL1 inh
COc1ccccc1OC1CCN(C(=O)CCC2(Cc3ccccc3)CCC(=O)N2)CC1 (stereo unspecified)	7
Cc1ccc2c(C)nc(SC3CC(=O)N(c4ccc(C)c(Cl)c4)C3=O)nc2c1 (stereo unspecified)	9
O=C(c1ccc(S(=O)(=O)N2CCCCCC2)cc1)N1CCN(c2ccccn2)CC1	3

(next part)
SMILES	RBX1-CUL1 inh
Clc1cc2c(cc1Cl)Sc1cc(Cl)c(Cl)cc1O2	-5
CC1=Nc2ccccc2C(O)(c2ccccc2)N1c1ccccc1 (stereo unspecified)	-9
Cc1ccc(Sc2ncnc3c2oc2ccccc23)cc1	2
CC(C)c1ccc(C2N=C(N)Nc3nc4ccccc4n32)cc1 (stereo unspecified)	3
COc1cc(C=Nc2ccccc2C#N)c([N+](=O)[O-])cc1OC	-11
CCCCCOc1ccc(C2C(C(=O)c3cc4ccccc4o3)C(=O)C(=O)N2c2nc3ccc(OCC)cc3s2)cc1OC (stereo unspecified)	-6
CCCCN(Cc1cc2cc(C)ccc2[nH]c1=O)C(=O)c1cccc(Cl)c1	-7
CCOC(=O)CSc1nc2sc(C)c(C)c2c(=O)n1-c1cc(C)ccn1	5
CC(=O)NNC(=O)c1ccccc1[N+](=O)[O-]	-6
Cc1ccc2ccc(C(Nc3ccccn3)c3c(F)cccc3Cl)c(O)c2n1 (stereo unspecified)	-2
COCc1ccc(CNCC2(N3CCCCC3)Cc3ccccc3C2)o1	-4
Cc1ccc(NC(=O)C2OC3OC(C)(C)OC3C3OC(C)(C)OC23)cc1Cl (stereo unspecified)	-4
CCOC(=O)C(C(=O)OCC)C(Nc1cccc(Br)c1)c1ccccc1 (stereo unspecified)	-4
Cc1ccc(-c2nnc(SCC(=O)Nc3sc4c(c3C#N)CCCC4)n2-c2cccc3ccccc23)cc1	3
Cc1cccc(Sc2ccc(N)cn2)c1	5

5 compounds from above, sorted by formula weight, highest first.
SMILES	RBX1-CUL1 inh
Cc1ccc(-c2nnc(SCC(=O)Nc3sc4c(c3C#N)CCCC4)n2-c2cccc3ccccc23)cc1	3
Cc1ccc2ccc(C(Nc3ccccn3)c3c(F)cccc3Cl)c(O)c2n1 (stereo unspecified)	-2
CCOC(=O)CSc1nc2sc(C)c(C)c2c(=O)n1-c1cc(C)ccn1	5
CCCCN(Cc1cc2cc(C)ccc2[nH]c1=O)C(=O)c1cccc(Cl)c1	-7
Clc1cc2c(cc1Cl)Sc1cc(Cl)c(Cl)cc1O2	-5

Other structures
SMILES	RBX1-CUL1 inh
OCC(O)(c1ccccc1)c1ccccc1	2
CCc1cccc(C)c1NC(=O)CN1CC(C)CC(C)C1 (stereo unspecified)	-4
CCOC(=O)c1c(NC(=O)c2cc(OCC)c(OCC)c(OCC)c2)sc2c1CCCCC2	0
O=C(NC(=O)C(F)(F)F)Nc1ccc(S(=O)(=O)Nc2ccccn2)cc1	-5
COC(=O)c1cccc(-n2c(C)cc(/C=C3\SC(=O)N(Cc4ccc(F)cc4)C3=O)c2C)c1	-2
COc1cccc(NC(=O)Cn2cc(C(=O)c3ccc(F)cc3)c(=O)c3cc(OC)ccc32)c1	-10
CCc1ccc(NC(=O)CC2C(=O)N(c3ccc(OC)cc3)C(=O)N2Cc2cccs2)cc1 (stereo unspecified)	-5
Cc1ccccc1Cc1nnc2sc(C(C)C)nn12	5
CC(C)(C)c1nnc2sc(SCC(=O)c3ccccc3)nn2c1=O	-5
COc1cccc(C(=O)Nc2cc(C(F)(F)F)ccc2OCCOc2ccccc2)c1	10
C=CCN(CC=C)c1ccc(-c2nc(-c3cccc(OC)c3OC)no2)cn1	-2
CCn1nnc2cc(C(=O)Nc3ccc(C)cc3Br)ccc21	-7
Cc1ncc(CN2CCCC(CO)(Cc3cccc(Cl)c3)C2)s1 (stereo unspecified)	2
O=C(NCc1ccco1)c1ccc2c(c1)OCO2	-11
CCCCCC(=O)NC(=S)Nc1cc(C(F)(F)F)ccc1Cl	7
CCCCCc1nnc(NC(=O)NC2CCSC2)s1 (stereo unspecified)	5
Cc1ccc(NC(=O)c2c3c(nc4ccccc24)C(=O)N(C2CCCCC2)C3)cc1F	3
COc1ccccc1N1CCN(C(=O)CCS(=O)(=O)c2cc(Br)cc3c2N(C(=O)C2CC2)CC3)CC1	-7
Cc1nc2cc(-c3ccccc3)sc2c(=O)o1	7
c1ccc(N=c2scc(-c3ccccc3)n2Cc2cccnc2)cc1	6
COc1ccc(C(=O)OCC(=O)c2ccc(Br)cc2)cc1S(=O)(=O)N1CCCCC1	1
CC(=O)c1ccc(NC(=O)c2sc(-n3nc(C)c(Cc4ccc5c(c4)OCO5)c3C)nc2C)cc1	-6
O=c1sc2ncccc2n1-c1ncccc1[N+](=O)[O-]	-4
COc1ccc(C(=O)C2C(=O)C(=O)N(CCN3CCOCC3)C2c2cccnc2)cc1OC (stereo unspecified)	-3
O=C(COC(=O)C1CCN(S(=O)(=O)c2cccc3cccnc23)CC1)c1ccccc1	8
N#CC1C(=N)Oc2n[nH]c(-c3ccc4c(c3)OCO4)c2C1c1ccc(Br)cc1 (stereo unspecified)	-6
Cc1ccc2c(c1)-c1nc(-c3ccc4c(c3)NC(=O)CO4)cc(-c3ccc(F)cc3)c1CO2	-4
CCOc1cc(C)c(S(=O)(=O)NC(C)c2ccccc2)cc1C (stereo unspecified)	-2
O=C(N/N=C/c1cccc(O)c1O)c1ccc(Cl)cc1Cl	5
Cc1ccc(C2(CCNCc3ccc4c(c3)OCO4)CCOC(C)(C)C2)cc1 (stereo unspecified)	-1

Individual results from above:
CCOc1cc(C)c(S(=O)(=O)NC(C)c2ccccc2)cc1C (stereo unspecified) @ RBX1-CUL1 inh = -2
c1ccc(N=c2scc(-c3ccccc3)n2Cc2cccnc2)cc1 @ RBX1-CUL1 inh = 6
Cc1ccc2c(c1)-c1nc(-c3ccc4c(c3)NC(=O)CO4)cc(-c3ccc(F)cc3)c1CO2 @ RBX1-CUL1 inh = -4
COc1ccccc1N1CCN(C(=O)CCS(=O)(=O)c2cc(Br)cc3c2N(C(=O)C2CC2)CC3)CC1 @ RBX1-CUL1 inh = -7
O=C(N/N=C/c1cccc(O)c1O)c1ccc(Cl)cc1Cl @ RBX1-CUL1 inh = 5

Carrying on.
SMILES	RBX1-CUL1 inh
O=C(Nc1ccc(Cn2cccn2)cc1)c1ccc(COc2ccc(Br)cc2)cc1	5
Cc1cc(C(=O)N2CCOc3ccc(CN4CCOCC4)cc3C2)c2cccc(C)c2n1	4
CSc1ccccc1C(=O)NCC1Cc2cc(-c3ccccc3C(C)=O)ccc2O1 (stereo unspecified)	3
Cc1ccc(-n2nc(C(=O)Nc3ccc(F)cc3F)c3c4ccccc4n(C)c3c2=O)cc1	-15
CCOC(=O)C1CCN(c2cc3c(cc2NC(=O)c2ccccc2Cl)n(C)c(=O)n3C)CC1	-6
CCOC(=O)C1C(=O)N=C(SCc2ccccc2)C(C#N)C1c1ccccc1[N+](=O)[O-] (stereo unspecified)	-3
COc1ccccc1CCC(=O)N1CCC2(CC1)CC2C(=O)NCC1(c2ccccc2)CCOCC1 (stereo unspecified)	3
CN=C(Nc1cc(Cl)cc(Cl)c1)SC1CC(=O)N(c2ccc(Cl)cc2)C1=O (stereo unspecified)	-8
O=C(c1ccc(CS(=O)c2ccccc2Cl)o1)N1CCN(c2cccc(C(F)(F)F)c2)CC1 (stereo unspecified)	-6
Cc1ccc2nc(-c3ccc(NC(=O)COc4ccc(Cl)cc4Cl)cc3)sc2c1	-4
Clc1ccccc1Cn1c(N=Cc2ccc(Br)cc2)nc2ccccc21	-8
COc1ccc(C(=O)Nc2c(Cl)cccc2Cl)cc1	-6
C/C=C/Cn1c(SCc2ccc(Cl)cc2)nc2c1c(=O)[nH]c(=O)n2C	-2
CCN(CC)S(=O)(=O)c1ccc(NC(=O)c2nn(C)c3c2CSc2ccccc2-3)cc1	-2
COc1ccc(S(=O)(=O)NC2CCCCC2)cc1C(=O)O	5
